Screening data: PubChem BioAssay, several laboratories
Rac1 wt GTP bind – human Rac1 wildtype GTP binding, inhibitors and activators | 0.27% of 190,000 active | GTP binding activity (% of control), % at 10 µM | GST-Rac1 beads, fluorescent GTP binding, flow cytometry; actives lie on both sides; 0 = cold GTP competed, 100 = untreated | P63000;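 active = GTP binding activity at least 20 points away from the 100% control level, either lower or higher; inconclusive = compound flagged as likely green fluorescent, judged across all proteins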
Avidin fluor – compound fluoresces at 488/530 nm on avidin beads; compound fluorescence 488/530 nm, flow cytometry; active compounds read high; fluorescence (KMESF) at 10 µM; 0.38% of 220,000 active; in the data active = fluorescence above about 47; also: inactives centre near 10
Rab7 wt GTP bind – alters GTP binding to wildtype dog Rab7 | GST-Rab7 beads, fluorescent GTP binding, flow cytometry; actives lie on both sides; untreated = 100%, excess cold GTP = 0% | 0.055% of 190,000 active | GTP binding activity (percent of control), % at 10 µM;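 active = fluorescent GTP binding to Rab7 beads changed by at least 20 points from the 100% baseline, either direction, mostly lower; inconclusive = compound itself probably fluorescent, or too few beads counted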;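 also: median green fluorescence of bound Bodipy-FL-GTP per Rab7 bead population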
GSH bead fluor – compound fluoresces at 488/530 nm on GSH beads. GSH beads flow cytometry, compound fluorescence 488/530 nm; active compounds read high. 0.25% of 190,000 active. fluorescence (KMESF) at 10 µM; in the data active = fluorescence above about 89;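 also: glutathione beads carrying GST-tagged Bcl family fusion proteins plus one bare bead set; values are compound well signal with DMSO vehicle wells as background; inactives centre near 16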
Rac1 mut GTP – modulators of GTP binding to human Rac1 activated mutant. P63000. AID 764. 0.11% of 190,000 active. GST-Rac1 activated beads, fluorescent GTP binding, flow cytometry; actives lie on both sides; 100% means binding = to untreated wells. percent activity (GTP binding), % at 10 µM;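 active = GTP binding at least 20 percentage points away from the 100% baseline, in either direction, so actives lie on both sides; inconclusive = Compound likely fluorescent itself, or too few beads counted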
Rab2 wt GTP – changes GTP binding to wildtype dog Rab2A, up or down; GTP binding activity, % at 10 µM; 0.19% of 190,000 active; GST-Rab2 wt beads, Bodipy-GTP binding, flow cytometry; P61105;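 active = GTP binding activity at least 20 points away from 100%, either lowered or raised; inconclusive = signal likely due to the compound's own green fluorescence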;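 also: 0% = beads with excess unlabeled GTP and 100% = no-compound control corrected for plate trend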
Cdc42 wt – changes GTP binding to wildtype human Cdc42 | P60953 | GST-Cdc42 beads, Bodipy-GTP binding, flow cytometry; actives lie on both sides | percent activity (GTP binding), % at 10 µM | 0.2% of 190,000 active | AID 761;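 active = percent activity GTP binding at least 20 points away from the 100% baseline, either down as inhibitor or up as activator; inconclusive = compound flagged as likely green fluorescent from well-wide comparison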;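 also: median bead fluorescence of bound Bodipy-FL-GTP at 100 nM; 0% = excess unlabeled GTP control and 100% = no compound control; below 100% means less GTP binding so inhibitor and above means activator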
Target sequence (P60953 whole entry, looked up): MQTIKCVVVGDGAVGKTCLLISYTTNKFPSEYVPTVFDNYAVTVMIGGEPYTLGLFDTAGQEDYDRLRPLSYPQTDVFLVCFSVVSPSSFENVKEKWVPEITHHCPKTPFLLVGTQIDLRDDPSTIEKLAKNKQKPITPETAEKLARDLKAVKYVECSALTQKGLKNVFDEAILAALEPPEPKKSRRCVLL
Mcl1-Bid inh – disrupts binding of human Mcl-1 to Bid peptide | inhibition, % at 21.7 µM | TR-FRET Mcl-1/Bid-Dy647 peptide binding, 1536-well | AID 1021 | 0.97% of 220,000 active | Q07820;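 active = compounds that cut the binding signal by more than half at the single screening dose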;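 also: His-tagged Mcl-1 with europium anti-His antibody binding Bid BH3 peptide; 0% = Mcl-1 plus peptide wells and 100% = peptide-only wells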
Target sequence (Q07820 whole entry, looked up): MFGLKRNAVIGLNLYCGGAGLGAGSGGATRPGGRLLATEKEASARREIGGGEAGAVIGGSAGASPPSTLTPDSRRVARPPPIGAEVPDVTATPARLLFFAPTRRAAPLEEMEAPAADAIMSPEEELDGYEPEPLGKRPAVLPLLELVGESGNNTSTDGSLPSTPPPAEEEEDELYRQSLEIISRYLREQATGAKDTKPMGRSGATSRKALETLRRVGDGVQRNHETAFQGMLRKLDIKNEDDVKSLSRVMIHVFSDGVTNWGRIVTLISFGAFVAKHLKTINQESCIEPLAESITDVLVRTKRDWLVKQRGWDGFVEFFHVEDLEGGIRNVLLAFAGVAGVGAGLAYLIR
Mcl1-Noxa inh – disrupts binding of human Mcl-1 to Noxa peptide | 1.5% of 220,000 active | TR-FRET Mcl-1/Noxa peptide binding, 2 h | Q07820 | AID 1022 | inhibition, % at 21.7 µM;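 active = compounds that cut the protein-peptide binding signal by more than 50% relative to plate controls in a single-dose test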;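 also: His-tagged Mcl-1 with rhodamine Noxa BH3 peptide and terbium anti-His antibody; 0% = Mcl-1 plus Noxa peptide wells and 100% = peptide-only wells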
Pf gametocyte – kills late stage P. falciparum gametocytes | P. falciparum stage V gametocytes, ATP luminescence, 24 h | 0.065% of 150,000 active | AID 743093 | inhibition, % at 10.9 µM;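 active = inhibition above the mean plus 3 SD of compounds within the control limits, set per campaign, cut at about 38% in these data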;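 also: 0% = DMSO wells and 100% = medium only without gametocytes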
HRas wt GTP bind – human HRas wildtype GTP binding, change in either direction. 0.14% of 190,000 active. GTP binding activity, % at 10 µM. GST-Ras wt beads, Bodipy-FL-GTP binding, flow cytometry; actives lie on both sides. AID 759;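 active = GTP binding activity at least 20% away from the 100% baseline, either lowered as inhibitor or raised as activator; inconclusive = flagged as likely green fluorescent, judged across all proteins in the well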;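 also: 0% = unlabeled GTP competition control and 100% = no-compound control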
Target sequence (P01112 whole entry, looked up): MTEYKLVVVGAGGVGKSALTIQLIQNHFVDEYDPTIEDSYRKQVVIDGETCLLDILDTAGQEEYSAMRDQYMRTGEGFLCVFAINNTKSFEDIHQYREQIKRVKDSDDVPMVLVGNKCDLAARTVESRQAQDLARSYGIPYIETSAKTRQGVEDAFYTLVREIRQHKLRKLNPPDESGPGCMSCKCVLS
* = called active by the depositor; ? = inconclusive; · = no result given.

SMILES | Rac1 wt GTP bind | Avidin fluor | Rab7 wt GTP bind | GSH bead fluor | Rac1 mut GTP | Rab2 wt GTP | Cdc42 wt | Mcl1-Bid inh | Mcl1-Noxa inh | Pf gametocyte | HRas wt GTP bind
CC(C)(C)n1ncc2c(=O)n(CC(=O)OCc3ccccc3)cnc21 | 101 | 31 | 100 | 23 | 98 | 100 | 100 | -6 | -14 | · | 99
COc1ccc(/C=N/c2c(-c3ccc(OC)cc3)nc3n2CCS3)cc1 | 107 | 20 | 100 | 16 | 98 | 101 | 104 | -15 | 10 | · | 103
Cc1cccnc1NS(=O)(=O)c1cccc([N+](=O)[O-])c1 | 106 | 12 | 96 | 6 | 102 | 100 | 101 | -5 | 16 | -2 | 101
CCOC(=O)N1CCN(C(=O)NC23CC4CC(CC(C4)C2)C3)CC1 | 101 | 5 | 100 | 12 | 97 | 103 | 103 | -22 | 11 | · | 102
CN1CCN(C(=O)CCN2C(=O)c3ccccc3C2=O)CC1 | 98 | 11 | 100 | 14 | 97 | 97 | 98 | -32 | 3 | 1 | 97
S=C(NCC1CCCO1)Nc1ccccc1 (centres undefined) | ? | 12 | ? | 11 | ? | ? | ? | -26 | 22 | 5 | ?
Cc1[nH]n(-c2ccc([N+](=O)[O-])cc2)c(=O)c1C=NCCN1CCN(C(=O)C(C)C)CC1 | 105 | 26 | 109 | 7 | 97 | 100 | 96 | 5 | 5 | -9 | 101
Cc1cccc(NS(=O)(=O)c2ccc(C)c(C(N)=O)c2)c1 | 100 | 4 | 102 | 11 | 95 | 100 | 96 | -6 | 9 | · | 97
O=C(NCc1ccccc1Cl)C(=O)NCC(c1ccco1)N1CCOCC1 (centres undefined) | 98 | 9 | 105 | 14 | 97 | 98 | 97 | -9 | 4 | 0 | 97
CCN(CC)C(=O)CSc1nnc(COc2ccc(OC)cc2)n1N | 101 | 9 | 94 | 14 | 98 | 96 | 96 | -22 | 14 | -27 | 95
CCOC(=O)c1nnn(CC(=O)Nc2cc(Cl)ccc2C)c1C(=O)OCC | 100 | 8 | 97 | 12 | 97 | 97 | 99 | -12 | -8 | · | 99
CSc1nc(N2CCN(c3ccccc3Cl)CC2)c2ccccc2n1 | 98 | 8 | 95 | 11 | 98 | 96 | 98 | -16 | 11 | 23 | 96
CCOC(=O)C(=Cc1cc(=O)c(OC)co1)C(=O)OCC | 105 | 5 | 100 | 10 | 101 | 98 | 101 | 3 | 32 | -17 | 99
O=S(=O)(c1ccc(-c2ccccc2)cc1)N1CCCC1 | 96 | 9 | 100 | 22 | 93 | 97 | 95 | -19 | 4 | 15 | 95
CCC1(C)Cc2c(sc3c2c2ncnn2c2nnc(SCC(=O)NCc4ccco4)n32)CO1 (centres undefined) | 100 | 5 | 94 | 5 | 98 | 93 | 99 | -20 | 22 | -7 | 95
O=C(Nc1ncc2c(n1)-c1ccccc1CC2)c1ccc(F)cc1 | 111 | 22 | 102 | 10 | 98 | 97 | 105 | 7 | 20 | 4 | 105
CN(C)S(=O)(=O)N1CCN(C(=O)N2CCCCCC2)CC1 | 98 | 14 | 100 | 23 | 96 | 96 | 97 | -8 | 12 | · | 98
COc1cc(C2N3CC4(C)CN2CC(C)(C3)C4)ccc1O (centres undefined) | 97 | 6 | 99 | 34 | 96 | 99 | 100 | -24 | 0 | · | 97
CCC(=O)N/C=C/n1cnc2cc(C(F)(F)F)ccc21 | 101 | 10 | 97 | 27 | 99 | 99 | 102 | -31 | 38 | · | 99
COc1ccc(NC2=C(NCCO)C(=O)c3ccccc3C2=O)cc1 | 106 | 12 | 100 | 12 | 99 | 98 | 100 | -32 | 16 | 12 | 99
CCCC(=O)Nc1ccc(N2CCN(S(C)(=O)=O)CC2)cc1 | 102 | 1 | 96 | 9 | 99 | 99 | 100 | -5 | 18 | 16 | 99
CC[C@H](C)[C@H](NS(=O)(=O)c1ccc(C)cc1)C(=O)N1CCC(C(=O)N[C@@H](C)C(=O)O)CC1 | 105 | 27 | 103 | 24 | 101 | 105 | 104 | -3 | 14 | · | 105
CCCN(CCC)CCCNS(=O)(=O)c1cc(Br)cc2c1N(C(C)=O)CC2 | 103 | 18 | 103 | 5 | 103 | 109 | 107 | -20 | 26 | -12 | 107
CCN(CC)CCC(C)OC(=O)c1ccc(O)cc1O (centres undefined) | 102 | 13 | 99 | 14 | 94 | 98 | 102 | -8 | -2 | -14 | 98

Sorted by SMILES length (ascending): part of the list above.
SMILES | Rac1 wt GTP bind | Avidin fluor | Rab7 wt GTP bind | GSH bead fluor | Rac1 mut GTP | Rab2 wt GTP | Cdc42 wt | Mcl1-Bid inh | Mcl1-Noxa inh | Pf gametocyte | HRas wt GTP bind
CCN(CC)CCC(C)OC(=O)c1ccc(O)cc1O (centres undefined) | 102 | 13 | 99 | 14 | 94 | 98 | 102 | -8 | -2 | -14 | 98
O=S(=O)(c1ccc(-c2ccccc2)cc1)N1CCCC1 | 96 | 9 | 100 | 22 | 93 | 97 | 95 | -19 | 4 | 15 | 95
CCC(=O)N/C=C/n1cnc2cc(C(F)(F)F)ccc21 | 101 | 10 | 97 | 27 | 99 | 99 | 102 | -31 | 38 | · | 99
CCOC(=O)C(=Cc1cc(=O)c(OC)co1)C(=O)OCC | 105 | 5 | 100 | 10 | 101 | 98 | 101 | 3 | 32 | -17 | 99
CSc1nc(N2CCN(c3ccccc3Cl)CC2)c2ccccc2n1 | 98 | 8 | 95 | 11 | 98 | 96 | 98 | -16 | 11 | 23 | 96
CCCC(=O)Nc1ccc(N2CCN(S(C)(=O)=O)CC2)cc1 | 102 | 1 | 96 | 9 | 99 | 99 | 100 | -5 | 18 | 16 | 99
COc1ccc(NC2=C(NCCO)C(=O)c3ccccc3C2=O)cc1 | 106 | 12 | 100 | 12 | 99 | 98 | 100 | -32 | 16 | 12 | 99
O=C(NCc1ccccc1Cl)C(=O)NCC(c1ccco1)N1CCOCC1 (centres undefined) | 98 | 9 | 105 | 14 | 97 | 98 | 97 | -9 | 4 | 0 | 97
CCOC(=O)c1nnn(CC(=O)Nc2cc(Cl)ccc2C)c1C(=O)OCC | 100 | 8 | 97 | 12 | 97 | 97 | 99 | -12 | -8 | · | 99
CCCN(CCC)CCCNS(=O)(=O)c1cc(Br)cc2c1N(C(C)=O)CC2 | 103 | 18 | 103 | 5 | 103 | 109 | 107 | -20 | 26 | -12 | 107
CCC1(C)Cc2c(sc3c2c2ncnn2c2nnc(SCC(=O)NCc4ccco4)n32)CO1 (centres undefined) | 100 | 5 | 94 | 5 | 98 | 93 | 99 | -20 | 22 | -7 | 95
CC[C@H](C)[C@H](NS(=O)(=O)c1ccc(C)cc1)C(=O)N1CCC(C(=O)N[C@@H](C)C(=O)O)CC1 | 105 | 27 | 103 | 24 | 101 | 105 | 104 | -3 | 14 | · | 105

Part of the list above, reduced to Avidin fluor, Mcl1-Bid inh and Rab7 wt GTP bind.
Compound	Avidin fluor	Mcl1-Bid inh	Rab7 wt GTP bind
CC[C@H](C)[C@H](NS(=O)(=O)c1ccc(C)cc1)C(=O)N1CCC(C(=O)N[C@@H](C)C(=O)O)CC1	27	-3	103
CCCN(CCC)CCCNS(=O)(=O)c1cc(Br)cc2c1N(C(C)=O)CC2	18	-20	103
